Screens (PubChem)
TLR4 MyD88 comp: inhibitors of human TLR4-MyD88 binding | O00206+Q99836 | inhibition, % at 8.4 µM | HeLa CL3-4 TLR4/MyD88 BLA complementation, FRET ratio | 200,000 tested, 0.18% active; in the data active = inhibition above about 25%;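 also: 0% = vehicle and 100% = reference inhibitor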
APP 5UTR inh: APP translation inhibition; AID 1285; SH-SY5Y APP 5'UTR-luciferase reporter, luminescence; inhibition, % at 2 µM; 190,000 tested, 0.82% active;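 active = inhibition above a set limit, derived from the sample mean plus 3 SD, cut at about 45% in these data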; also: values of inactives mirror those of a sister screen read the other way
FLuc inhib CS: inhibits firefly luciferase, flagging false hits in luciferase inhibition screens; P08659; ATPLite firefly luciferase biochemical luminescence, 10 min; inhibition, % at 10 µM; 200,000 tested, 1.5% active;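 active = inhibition above about 50% when tested at 10 µM, limit read from the data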
Target sequence (P08659 whole entry, looked up): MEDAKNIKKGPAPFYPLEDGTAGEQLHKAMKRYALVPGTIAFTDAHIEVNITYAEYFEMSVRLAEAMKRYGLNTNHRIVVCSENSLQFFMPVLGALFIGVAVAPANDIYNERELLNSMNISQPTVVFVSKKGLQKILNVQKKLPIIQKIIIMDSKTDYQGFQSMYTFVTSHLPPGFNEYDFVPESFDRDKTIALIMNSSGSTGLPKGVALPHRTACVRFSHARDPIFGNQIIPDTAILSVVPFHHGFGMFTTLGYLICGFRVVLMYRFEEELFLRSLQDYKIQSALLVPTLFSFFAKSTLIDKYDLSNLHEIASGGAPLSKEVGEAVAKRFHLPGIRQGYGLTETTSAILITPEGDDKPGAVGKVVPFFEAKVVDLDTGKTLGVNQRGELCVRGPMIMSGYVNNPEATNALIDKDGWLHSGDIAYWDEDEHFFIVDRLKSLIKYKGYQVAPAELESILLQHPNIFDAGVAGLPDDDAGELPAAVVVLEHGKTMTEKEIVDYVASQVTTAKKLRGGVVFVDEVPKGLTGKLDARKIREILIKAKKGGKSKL
STAT1 act: activators of IFN-gamma induced STAT1 signaling; NIH 3T3 STAT1-luciferase reporter, luminescence; 100% = IFN-gamma alone, no compound; activation (% of control), % at 5.5 µM; 200,000 tested, 2.6% active;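 active = activation above the screen-wide mean activation plus 3 SD, cut at about 130% in these data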;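 also: raw ratio to IFN-gamma control signal so 100% means no change and 0% no light; values of inactives mirror those of a sister screen read the other way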
NF-kB neuron act: compounds increasing NF-kB expression in human neuronal cells | 190,000 tested, 1.6% active | fold change at 12.5 µM | NF-kB reporter expression; hits give high values | AID 1239; in the data active = fold change above about 3.3
G6PDH CS: L. mesenteroides G6PDH inhibition counter-screen. Purified L. mesenteroides G6PDH, diaphorase/resazurin coupled fluorescence, 45 min. inhibition, % at 5 µM. 200,000 tested, 0.12% active. AID 1020; in the data active = inhibition above about 50%
APP 5'UTR act: activates APP 5'UTR luciferase reporter | SH-SY5Y APP 5'UTR luciferase reporter, luminescence; zero percent = DMSO vehicle wells | activation, % at 2 µM | 190,000 tested, 1% active | AID 1276;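 active = activation above a set limit, based on mean plus 3 SD of controls, cut at about 140% in these data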; also: values of inactives mirror those of a sister screen read the other way
Diaphorase act: activates diaphorase or chemically reduces, flagging diaphorase assay artifacts. Diaphorase/resazurin coupled assay, resorufin fluorescence, 16 min; hits give high values; 1 = vehicle wells, 0 = NADH-free wells. activation factor at 20 µM. AID 1229. 190,000 tested, 0.005% active;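 active = diaphorase activity raised at least twofold by the compound at 20 µM; inactive = activation factor below 2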
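Assay system: bacterial diaphorase enzyme (C. kluyveri) / Input: enzyme 0.07 U/mL final / Medium: 50 mM HEPES pH 7.4 with 4.542 mM MgCl2, 0.005% Tween 20 / Doses: single compound dose of 20 µM, 1% DMSO final / Incubation: 16 min enzyme reaction, ambient temperature / Signal: fluorescence, excitation 544 nm and emission 590 nm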
Diaphorase inh: diaphorase inhibition or chemical oxidation counter-screen; 190,000 tested, 0.69% active; inhibition, % at 20 µM; diaphorase resazurin-to-resorufin fluorescence, NADH, 16 min; bacterial (C. kluyveri) enzyme, not human;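 active = primary screen inhibition at 20 µM above a set limit, cut at about 50% in these data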;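 also: plate controls were DMSO with full reaction for no effect and wells lacking NADH for full effect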
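System: Diaphorase enzyme from Clostridium kluyveri | Amount: Enzyme working solution with 0.14 U/mL diaphorase | Benchmarks: No-NADH positive control and DMSO neutral control | Signal: Fluorescence of resorufin formed from resazurin, Ex 544/Em 590 nm | Schedule: 16-min room-temperature incubation before reading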
FLuc act counter: affects firefly luciferase, flagging false hits in luciferase stimulation screens | P08659 | ATPlite luciferase biochemical, luminescence, 10 min; 0 = ATP-free wells, 1 = DMSO control | activation factor at 10 µM | 200,000 tested, under 10 active | AID 1027;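 active = luciferase activation factor, scaled between plate controls, of at least 2 with compound at 10 µM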
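Assay system – cell-free luciferase reagent · Medium – PBS-based ATP solution · Dosing – test compounds dosed from 2 mM stocks in 100% DMSO · Timing – 10 min, room temperature · Technique – light output (luminescence) · Measure – luminescence gain marking luciferase activators · Controls – No-ATP low control, compound-free enzyme-plus-ATP high control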
The depositor's hits bear a star; / = no result given.

1	CCCn1nc(C(=O)N2CCCc3ccccc32)c2ccccc2c1=O
2	COc1ccc(Cn2c(-c3ccco3)nc3oc4cc(OC)ccc4c(=O)c3c2=O)cc1
3	O=c1[nH]ncc2c3ccccc3n(Cc3ccccc3)c12
4	O=C(Nc1ccc(N2CCN(C(=O)c3ccco3)CC2)cc1)c1ccco1
5	CCn1c(O)c(/C=C2\C=Nc3ccccc32)sc1=O
6	CCC(=O)NCCCCNC(=O)CC
7	CCOc1nnnc2c1sc1nc(N3CCOCC3)c3c(c12)CCCC3
8	CCOC(=O)C1CCCN(C(=O)COc2ccc(N(C)S(=O)(=O)c3ccc(F)cc3)cc2)C1 (stereo not drawn)
9	N=C1c2ccccc2CN1NC(=O)c1cccc(S(=O)(=O)N2CCCC2)c1
10	O=C(Nc1cccc(-c2cnc3ccccc3n2)c1)c1ccncc1

assay / entry	1	2	3	4	5	6	7	8	9	10
TLR4 MyD88 comp	3.7	6.5	-1.9	4.4	3.1	2.6	-5.4	-8.4	-18.5	-7.4
APP 5UTR inh	-21.8	-3.5	-3.5	-5.3	-154.2	8.8	-1.9	1.0	6.3	-6.9
FLuc inhib CS	-5.6	5.3	-8.2	-2.4	5.4	-4.9	-9.6	-4.8	-4.4	0.0
STAT1 act	97.4	110.3	100.6	105.7	178.5*	100.8	102.3	86.7	106.1	118.0
NF-kB neuron act	1	1.01	1.17	1.32	3.06	1.1	1.01	1.55	1.02	0.96
G6PDH CS	0.8	-1.6	3.2	2.9	3.7	9.6	6.2	3.9	14.1	5.9
APP 5'UTR act	21.8	3.5	3.5	5.3	154.2*	-8.8	1.9	-1.0	-6.3	6.9
Diaphorase act	1	0.9	0.9	0.8	0.9	0.9	0.8	1	1	1.2
Diaphorase inh	2.8	14.3	8.3	16.4	7.4	11.8	16.0	3.0	0.4	-16.6
FLuc act counter	1.1	0.9	1.1	1	0.9	1	1.1	1	1	1

11	CCc1ccc(NC(=O)Nc2cccs2)cc1
12	O=C1CC(C(=O)N2CCOCC2)C2(CCCC2)O1 (stereo not drawn)
13	O=C(NC(=S)Nc1ccc2c(c1)C(=O)c1ccccc1C2=O)c1ccc(F)cc1
14	COc1ccc(NC(=O)c2oc3ccccc3c2NC(=O)C(C)(C)C)cc1
15	CCOC(=O)c1c[nH]c2c3c(ccc2c1=O)CCCC3
16	COc1ccccc1-c1ccc(NC2CCCCC2)nn1
17	Cc1ccc(OCCCN2C(=O)C(=O)c3cccc(C)c32)cc1
18	CCOC(=O)C1(CCc2ccccc2)CCN(C(=O)CN2C(=O)CSC2=O)CC1
19	COc1ccc2[nH]c(=O)c(COC(=O)c3cccs3)cc2c1
20	CSc1ccc(S(=O)(=O)NCc2ccccc2)cc1

assay / entry	11	12	13	14	15	16	17	18	19	20
TLR4 MyD88 comp	12.2	14.1	18.1	-6.6	0.6	-7.0	1.5	-1.7	-9.6	5.2
APP 5UTR inh	-6.5	8.3	-89.3	15.4	-0.4	-13.7	2.0	-1.6	16.1	-16.4
FLuc inhib CS	84.8*	-1.3	8.2	-3.8	8.8	38.0	4.8	4.3	-2.8	-0.7
STAT1 act	133.7*	101.8	116.5	99.7	96.2	115.5	104.7	109.7	93.8	100.5
NF-kB neuron act	3.8*	1.23	3.31*	0.61	1.36	2.25	1.48	1.56	1.13	0.99
G6PDH CS	3.2	5.0	11.4	-43.7	0.3	3.8	5.5	7.2	-0.7	1.9
APP 5'UTR act	6.5	-8.3	89.3	-15.4	0.4	13.7	-2.0	1.6	-16.1	16.4
Diaphorase act	0.9	1	1.1	0.7	1	0.9	0.8	1	0.9	0.9
Diaphorase inh	8.4	1.5	-9.3	30.8	1.6	10.8	19.4	-0.3	14.7	9.7
FLuc act counter	0.2	1	0.9	1	0.9	0.6	1	1	1	1

21	COc1ccccc1C(=O)N1CCN(Cc2nc3cc([N+](=O)[O-])ccc3n2C)CC1
22	CN1CCc2c(sc3c2C(=O)NC(c2cccs2)N3)C1 (stereo not drawn)
23	S=c1[nH]nc(CCc2nc3ccccc3[nH]2)n1-c1ccccc1
24	CCCn1c(CNS(=O)(=O)c2ccc(C)cc2)nc2ccccc21
25	COC(=O)c1ccccc1NC(=O)Nc1cccc(C)n1
26	Cc1ccc(C)c(OCC(=O)O/N=C(\N)c2ccccn2)c1
27	CCOc1ncccc1C(=O)OCC(=O)Nc1ncc(C(F)(F)F)cc1Cl
28	CCC(=O)N(C)CCc1cc2c(c(OC)c1/C=N/NC(=O)c1ccccc1O)OCO2
29	C=CCn1c(SCc2nc(N)nc(N3CCCCC3)n2)nnc1-c1ccco1
30	O=C1CC(N2CCC(C(=O)N3CCCCC3)CC2)C(=O)N1 (stereo not drawn)

assay / entry	21	22	23	24	25	26	27	28	29	30
TLR4 MyD88 comp	4.8	3.1	-14.4	-1.4	-4.1	6.0	0.6	12.2	-4.1	2.9
APP 5UTR inh	-0.4	-18.0	-30.6	-48.9	-12.9	-111.9	-28.6	6.7	-4.3	-1.5
FLuc inhib CS	-0.3	-5.3	3.1	-4.5	-9.3	1.6	-6.3	31.9	-1.0	-7.3
STAT1 act	93.0	120.0	92.5	95.8	95.0	134.8*	95.3	88.4	104.7	103.7
NF-kB neuron act	0.79	1.6	1.24	1	1.01	6.17*	1.99	1.25	0.93	1.13
G6PDH CS	-0.3	-17.4	16.0	-10.1	12.7	-3.0	0.6	3.1	6.3	-15.0
APP 5'UTR act	0.4	18.0	30.6	48.9	12.9	111.9	28.6	-6.7	4.2	1.5
Diaphorase act	0.9	0.9	/	0.9	0.9	0.9	0.9	0.9	0.8	0.6
Diaphorase inh	11.3	6.7	/	5.6	8.8	12.7	6.9	7.4	18.1	41.1
FLuc act counter	1	1.1	1	1	1.1	1	1.1	0.7	1	1.1

31	COc1ccccc1-c1cc(-c2ccccc2)nc(SC(C(N)=O)c2ccccc2)c1C#N (stereo not drawn)
32	O=C(N/N=C/c1cc(Cl)ccc1O)C(=O)Nc1ccccc1OC(F)(F)C(F)F
33	COc1ccccc1N1CCN(CC(=O)N(CC(C)C)c2c(N)n(CC(C)C)c(=O)[nH]c2=O)CC1
34	CCCOc1ccc(N2C(=O)CC(NCc3cccnc3)C2=O)cc1 (stereo not drawn)
35	Cc1ccc(NCC(=O)Nc2ccc(Br)cc2)cc1F
36	Cc1ccc(OCC(=O)Nc2ccc(O)c(C(=O)O)c2)cc1C
37	CC1CN(C2=CC(=O)CCC2)CC(C)O1 (stereo not drawn)
38	Cc1ccc(NC(=O)c2c(C)nc(Nc3nc4ccccc4o3)nc2C)cc1
39	COc1ccc(C2CC3(CC(C)(C)NC(SC)=N3)Oc3cc(O)cc(C)c32)cc1 (stereo not drawn)
40	COC(=O)C1=C(C)N(Cc2ccco2)C(=O)/C1=C\c1ccc(N(C)C)cc1

assay / entry	31	32	33	34	35	36	37	38	39	40
TLR4 MyD88 comp	7.4	26.8*	-2.9	5.9	-0.7	0.1	-10.2	9.6	-3.8	5.9
APP 5UTR inh	-4.5	60.3*	12.5	0.3	-2.7	3.7	-2.2	9.9	-1.2	0.8
FLuc inhib CS	-2.2	0.2	-2.6	-3.5	-4.7	0.8	1.8	-0.7	2.1	-2.3
STAT1 act	97.2	113.6	102.7	111.2	104.1	93.7	97.8	93.1	121.5	94.9
NF-kB neuron act	1.22	0.8	1.3	1	0.91	1.02	1.14	0.9	1.14	1.05
G6PDH CS	3.3	-3.0	10.4	10.9	2.9	-21.5	2.0	-4.4	12.9	17.9
APP 5'UTR act	4.5	-60.3	-12.5	-0.3	2.7	-3.7	2.2	-9.9	1.2	-0.8
Diaphorase act	1.1	0.9	1.1	1	0.9	0.8	1	0.9	1	0.9
Diaphorase inh	-9.7	8.4	-7.9	1.6	10.5	17.5	-1.1	8.4	-2.7	7.7
FLuc act counter	1	1	1	1	1	1	1	1	1	1

41	CCOC(=O)c1sc2nc(SCC(=O)NCc3ccco3)n(Cc3ccccc3)c(=O)c2c1C
42	CC(Oc1ccc(Cl)cc1Cl)C(=O)Nc1ccc(O)cc1 (stereo not drawn)
43	COCCN1C=C(C(=O)OC)C(c2cc3c(cc2Br)OCO3)C(C(=O)OC)=C1
44	CC(CNC(=O)c1ccc(Br)o1)NC(=O)c1ccc(Br)o1 (stereo not drawn)

assay / entry	41	42	43	44
TLR4 MyD88 comp	6.7	-8.9	0.9	-8.5
APP 5UTR inh	-7.2	14.9	13.1	13.6
FLuc inhib CS	-10.4	0.0	-3.7	-1.1
STAT1 act	112.6	96.3	103.8	101.6
NF-kB neuron act	1.34	1.36	1.11	1.03
G6PDH CS	0.7	-0.6	10.9	3.1
APP 5'UTR act	7.2	-14.9	-13.1	-13.6
Diaphorase act	1	0.9	0.8	0.8
Diaphorase inh	4.8	11.1	16.8	16.1
FLuc act counter	1.1	1	1	1

By substructure: the entries above with a furan ring, fused or not.
2	COc1ccc(Cn2c(-c3ccco3)nc3oc4cc(OC)ccc4c(=O)c3c2=O)cc1
4	O=C(Nc1ccc(N2CCN(C(=O)c3ccco3)CC2)cc1)c1ccco1
14	COc1ccc(NC(=O)c2oc3ccccc3c2NC(=O)C(C)(C)C)cc1
29	C=CCn1c(SCc2nc(N)nc(N3CCCCC3)n2)nnc1-c1ccco1
40	COC(=O)C1=C(C)N(Cc2ccco2)C(=O)/C1=C\c1ccc(N(C)C)cc1
41	CCOC(=O)c1sc2nc(SCC(=O)NCc3ccco3)n(Cc3ccccc3)c(=O)c2c1C
44	CC(CNC(=O)c1ccc(Br)o1)NC(=O)c1ccc(Br)o1 (stereo not drawn)

assay / entry	2	4	14	29	40	41	44
TLR4 MyD88 comp	6.5	4.4	-6.6	-4.1	5.9	6.7	-8.5
APP 5UTR inh	-3.5	-5.3	15.4	-4.3	0.8	-7.2	13.6
FLuc inhib CS	5.3	-2.4	-3.8	-1.0	-2.3	-10.4	-1.1
STAT1 act	110.3	105.7	99.7	104.7	94.9	112.6	101.6
NF-kB neuron act	1.01	1.32	0.61	0.93	1.05	1.34	1.03
G6PDH CS	-1.6	2.9	-43.7	6.3	17.9	0.7	3.1
APP 5'UTR act	3.5	5.3	-15.4	4.2	-0.8	7.2	-13.6
Diaphorase act	0.9	0.8	0.7	0.8	0.9	1	0.8
Diaphorase inh	14.3	16.4	30.8	18.1	7.7	4.8	16.1
FLuc act counter	0.9	1	1	1	1	1.1	1
